Bioassay records deposited in PubChem BioAssay by several laboratories.
HDAC3 inh: human HDAC3 inhibition; O15379; recombinant HDAC3, fluorogenic peptide/trypsin coupled, fluorescence; inhibition, % at 8.3 µM; 0.15% of 320,000 active; AID 2718; in the data active = inhibition above about 26%, passing the limit was not always enough; inconclusive = no clear call, values can overlap the other calls
HSF1 inhib: HSF1 inhibition; activity change, negative = inhibition, % at 7.5 µM (by protocol); 0.77% of 300,000 active; AID 2098; NIH3T3-HGL HSE-luciferase, MG132-induced, luminescence 8 h; hits give low values;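 active = more than half of replicate wells show activity change below -50%, luminescence cut by over half; inconclusive = some wells, but at most half, below -50%; inactive = no replicate well below -50%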;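 also: luciferase reports HSF-1 transcriptional activity via heat shock element; 0% = median of DMSO wells and -100% = zero luminescence signal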
GSK3 alpha inh: inhibitors of human GSK-3 alpha kinase; inhibition, % at 10 µM; ADP-Glo luminescence, 60 min; P49840; 0.1% of 320,000 active;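 in the data active = inhibition above about 50%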;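 also: GST-tagged GSK-3 alpha with peptide substrate and 25 µM ATP; 0% = DMSO neutral wells and 100% = GW8510 positive control wells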
Target sequence (P49840 whole entry, looked up): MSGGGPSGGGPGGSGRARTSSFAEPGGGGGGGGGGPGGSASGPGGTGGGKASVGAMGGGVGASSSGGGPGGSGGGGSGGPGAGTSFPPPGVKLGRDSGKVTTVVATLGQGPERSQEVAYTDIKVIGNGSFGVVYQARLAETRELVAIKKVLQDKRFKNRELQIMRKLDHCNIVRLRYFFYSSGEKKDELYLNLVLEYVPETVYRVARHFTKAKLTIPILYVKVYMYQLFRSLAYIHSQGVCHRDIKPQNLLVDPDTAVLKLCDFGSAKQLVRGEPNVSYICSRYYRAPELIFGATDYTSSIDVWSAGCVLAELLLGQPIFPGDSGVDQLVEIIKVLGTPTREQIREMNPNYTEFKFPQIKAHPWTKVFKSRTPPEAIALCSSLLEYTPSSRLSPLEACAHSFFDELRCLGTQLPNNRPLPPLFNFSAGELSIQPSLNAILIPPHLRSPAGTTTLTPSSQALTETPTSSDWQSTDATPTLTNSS
GSK3beta inhib: human GSK3beta kinase inhibition; AID 2097; activity score (negative = inhibition), % at 10 µM; GST-GSK3beta kinase, ADP-Glo luminescence, 60 min; hits give low values; P49841; 0.038% of 300,000 active;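 active = more than half of replicate wells score below -50%, meaning over 50% inhibition versus plate controls; inconclusive = some replicates but at most half score below -50%; inactive = no replicate scores below -50%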;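 also: 0% = median DMSO wells and -100% = median GW8510 positive control wells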
Target sequence (P49841 whole entry, looked up): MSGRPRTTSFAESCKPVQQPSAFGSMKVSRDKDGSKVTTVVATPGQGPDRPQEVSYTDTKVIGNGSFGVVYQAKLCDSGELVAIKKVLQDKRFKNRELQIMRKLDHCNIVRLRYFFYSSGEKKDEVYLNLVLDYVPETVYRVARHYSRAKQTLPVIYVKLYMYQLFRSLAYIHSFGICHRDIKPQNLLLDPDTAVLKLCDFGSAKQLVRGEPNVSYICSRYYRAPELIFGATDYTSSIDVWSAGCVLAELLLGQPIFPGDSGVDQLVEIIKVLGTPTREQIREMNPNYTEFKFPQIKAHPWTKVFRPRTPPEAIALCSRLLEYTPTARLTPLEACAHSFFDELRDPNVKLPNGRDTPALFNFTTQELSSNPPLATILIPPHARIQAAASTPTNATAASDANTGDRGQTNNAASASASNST
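Test system: GST-fused GSK3beta enzyme, cell-free | Quantity: 1.6 ng GST-GSK3beta enzyme per well | Reagent: 25 µM ATP with peptide substrate | Schedule: 60 min enzyme reaction, room temperature | Signal: Luminescent ADP-Glo measurement of ADP formed | Read-out basis: Score relative to plate controls | Control set: DMSO and 20 µM GW8510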
PolyA inhibitor: yeast polyadenylation inhibition; calls only at 12 µM; 0.02% of 300,000 active; S. cerevisiae SKY197-pL101 polyadenylation reporter, beta-gal luminescence; efflux-impaired pdr1/pdr3 knockout yeast; score 100 = 6 SD above DMSO; AID 1875;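 active = lowest replicate activity score at least 50, where 100 means six control SD above control mean; inconclusive = lowest score under 50 but half or more replicates reach 50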;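 also: yeast exposed to compound for 9 h at 30 °C; higher score means more reporter readthrough which indicates perturbed polyadenylation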
HSF1 activator: increases HSF-1 driven luciferase reporter signal | NIH3T3-HGL HSF-1 luciferase reporter, MG132, 8 h; 100% = twice DMSO control signal | 1.7% of 300,000 active | AID 504408 | activation, % at 9 µM;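 active = mean replicate activation of at least 50% with a set share of replicates each reaching 50%; inconclusive = only one of those two conditions met; inactive = mean below 50% and too few replicates reaching it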;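 also: 0% = median of the neutral control wells and 100% = twice that signal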
DYRK1A inh: inhibitors of rat Dyrk1A kinase. Q63470. ADP-Glo luminescence, NFATc1 peptide. inhibition, % at 12.5 µM. 0.43% of 310,000 active. AID 504441; in the data active = inhibition above about 50%;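 also: plate controls were vehicle with enzyme for no effect and no enzyme for full effect; many of its hits are not listed in these tables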
Platelet DG rel: platelet dense granule release activity | 0.22% of 300,000 active | human platelet-rich plasma, SFLLRN dense granule ATP release, luminescence | AID 1663 | inhibition, %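 (compounds screened at 7.5 µM in platelet-rich plasma)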;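 active = mean replicate score, as percent of positive control, at or above 50; inconclusive = mean below 50 but at least one replicate at or above 50; inactive = mean and every replicate below 50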
AI-2 QS mod: Vibrio harveyi AI-2 quorum sensing modulation. Vibrio harveyi JMH597 AI-2 luminescence/OD600 ratio, 9 h; hits give low values; strain lacks LuxN and CqsS sensors; 0 = neutral-control median. activity change, % at 7.5 µM. 0.4% of 300,000 active. AID 2094; in the data active = activity change below about -75%, passing the limit was not always enough; inconclusive = no clear call, values can overlap the other calls;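 also: luminescence divided by OD600 gain over 9 h not by final OD600 alone; inactives centre near 13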
HSP90 refold inh: HSP90 refolding inhibition in rabbit reticulocyte lysate; luciferase refolding luminescence, 3 h; inhibition, % at 5.6 µM; 0.91% of 290,000 active;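 active = inhibition above the screen-wide mean plus 3 SD, computed separately per campaign, cut at about 16% in these data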;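 also: 0% = DMSO wells and 100% = 60 µM geldanamycin wells; inhibitors lower the luminescence because luciferase stays unfolded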
An asterisk follows results filed as active; i = inactive; ? = inconclusive; nt = not tested or not shown.

Each structure is followed by: HDAC3 inh	HSF1 inhib	GSK3 alpha inh	GSK3beta inhib	PolyA inhibitor	HSF1 activator	DYRK1A inh	Platelet DG rel	AI-2 QS mod	HSP90 refold inh
- COc1cc(/C=N/NC(=O)c2cc(-c3ccco3)nc3ccccc23)cc(OC)c1O
    -5.5	-1.1	nt	2.7	i	-5.6	3.7	-0.4	20.3	-0.8
- COc1ccc(N2CCOCC2)c(NC(=O)COc2cccc(C)c2C)c1
    9.7	3.7	-0.8	-20.3	i	5.4	1.7	0.6	8.5	-1.8
- COc1cc(/C=C/C(=O)OCC(=O)N2CCN(C(=O)c3ccco3)CC2)ccc1O
    -0.5	-3.2	-1.9	3.5	i	-1.9	10.4	0.9	16.7	-4.2
- COc1ccc(CCNC(=O)c2cc(-c3ccccc3OC)on2)cc1OC
    11.2	-1.3	-0.7	-1.3	i	-7.3	9.7	-0.3	6.8	1.4
- COC(=O)c1ccccc1NC(=O)N1CCc2ccc(NC(=O)c3ccccn3)cc2C1
    2.5	17.0	-1.8	2.4	i	25.0	4.9	7.5	12.5	7.8
- CCOc1ccc(NC(=O)CSc2nnc(CCNC(=O)c3ccc(OC)cc3)n2C)cc1
    3.7	-2.2	-0.6	3.7	i	-8.7	-3.7	-9.9	-2.5	4.0
- Cc1ccc(OCC(=O)Nc2ccccc2Sc2ccc(Cl)cc2)c([N+](=O)[O-])n1
    8.0	16.9	-0.8	-1.6	i	31.9	-1.2	-1.0	10.7	0.2
- CC(CN1CCN(c2ccccc2)CC1)c1ccccc1 (centres undefined)
    2.5	4.6	-1.6	-0.3	i	-3.3	5.0	2.3	10.1	6.8
- O=C1C2=C(C(c3ccccc3)=NCCN2)C(c2cccc([N+](=O)[O-])c2)N1c1ccccc1 (centres undefined)
    -6.5	-2.8	2.1	0.9	i	17.6	2.9	-7.4	24.7	-0.1
- COC(=O)COc1cccc(NS(=O)(=O)c2cccc([N+](=O)[O-])c2)c1
    1.7	-2.6	-2.5	4.0	i	-0.8	-3.0	2.6	14.5	2.5
- C/C(=N\NC(=S)Nc1cc(S(=O)(=O)N2CCOCC2)ccc1Cl)c1ccc(N2CCOCC2)cc1
    nt	3.6	1.0	2.2	i	-7.6	-4.3	21.6	31.2	2.5
- O=C1Nc2ccc(Cl)cc2C(=O)C1(F)c1ccccc1 (centres undefined)
    8.7	-6.9	2.8	0.4	i	-12.1	nt	-12.6	20.3	0.8
- O=C(NCCCn1ccnc1)C(=O)NCC1OCCCN1S(=O)(=O)c1ccccc1 (centres undefined)
    -0.2	-1.9	-4.8	-1.3	i	-31.1	-3.2	-0.8	8.1	-2.7
- COc1ccc(S(=O)(=O)N2CCN(CC(=O)Nc3cccc(OC)c3)CC2)cc1
    4.7	-1.6	-0.3	1.2	i	21.5	4.4	-11.9	25.2	-4.3
- CCc1c(C)sc(NC(=O)CN2CCN(C(=O)c3ccco3)CC2)c1C(=O)OC
    15.8	8.6	0.7	-1.5	i	12.7	0.2	-10.0	16.0	1.8
- COc1cnn(-c2ccccc2)c(=O)c1N(C)C
    4.2	-1.5	0.7	-0.9	i	-1.5	-7.5	-2.9	8.9	1.0
- CCOc1ccc(/C=C2/Sc3ccc(C(=O)N4CCOCC4)cc3N(C)C2=O)cc1OC
    10.5	-9.1	-1.6	-0.2	i	-4.2	-2.6	-1.0	17.6	-5.0
- CCOc1ccc(NC(=O)CN(C)C(=O)c2ccc(NC3CC3)c([N+](=O)[O-])c2)cc1OCC
    6.4	5.3	-2.4	0.3	i	14.8	6.6	-0.1	-0.3	nt
- COc1ccc(-n2c(C)cc(C(=O)CN3C(=O)NC4(CCc5ccccc54)C3=O)c2C)cc1 (centres undefined)
    0.2	4.0	0.0	3.8	nt	4.7	-0.4	-2.9	30.9	2.7
- COCCN1CCn2c(nc3cc(NC(=O)Cn4nc(C)c5ccccc5c4=O)ccc32)C1
    14.6	-1.5	-0.4	0.1	i	-1.1	6.1	-1.4	-25.6	1.3
- CC1CCN(S(=O)(=O)c2ccc(C(=O)Nc3nnc(-c4ccco4)o3)cc2)CC1
    4.4	3.5	0.5	-4.9	i	45.2	-4.5	1.4	20.8	1.1
- C/C(CC(=O)Nc1ccccc1C)=N\NC(=O)Cc1csc(N)n1
    4.3	8.6	-3.1	-1.0	i	29.2	2.8	-2.2	21.4	-3.1
- CCn1c2ccccc2c2cc(/C=N/n3cnnc3)ccc21
    -13.1	-7.6	-0.4	-2.4	i	-0.7	4.2	-2.9	17.6	-2.8
- Cc1ccccc1NS(=O)(=O)c1nnc(NC(=O)c2ccc(Br)cc2)s1
    5.1	1.5	2.4	-0.2	i	4.3	2.0	-34.3	11.4	-7.2
- O=C(Oc1cccc(OC(=O)c2ccco2)c1)c1ccco1
    10.5	2.8	6.1	-0.8	i	-5.5	5.3	-7.6	8.5	0.3
- CCCCN1C(=O)c2ccc(C(=O)Nc3c(N)n(CCCC)c(=O)n(C)c3=O)cc2C1=O
    3.2	-9.3	1.4	2.9	i	-0.6	-4.0	-39.9	30.7	0.8
- O=C(Nc1ccc2c(c1)CCC2)Nc1ccccc1F
    -4.1	-1.0	-2.1	-0.2	nt	26.8	-0.7	42.8	-32.0	8.9
- COc1ccc(CC(=O)N2CCC(CCC(=O)Nc3ccccc3)CC2)cc1
    1.6	-4.8	-0.8	-5.8	i	-15.8	5.2	31.6	13.2	-1.4
- CCOc1cc(/C=N/NC(=O)OC)ccc1OCCSc1ccc(Cl)cc1
    9.3	9.9	-0.3	2.0	i	23.7	-0.8	-16.3	3.1	-0.3
- COC(=O)c1c(NC(=O)CN2CCC3(O)CCCCC3C2c2ccc(F)cc2)sc(C)c1C (centres undefined)
    2.4	3.1	-2.6	-0.1	i	5.5	-3.5	6.8	18.3	1.3
- COc1cccc(N(C(=O)c2ccco2)C(C(=O)NC2CCCC2)c2ccc(N3CCOCC3)cc2)c1 (centres undefined)
    3.7	1.1	-3.8	-0.1	i	30.4	-5.6	1.5	14.8	-0.7
- Cc1ccc(CC(C(=O)O)C(C)C(=O)Nc2ccc(F)cc2)cc1 (centres undefined)
    0.6	-4.1	-3.2	2.4	i	-13.0	-0.9	-0.3	0.2	-2.8
- Cc1ccc(Nc2nc(N)nc(CN3CCCCCC3)n2)c(C)c1
    1.4	-8.2	0.9	4.5	i	-13.0	1.0	3.6	13.5	7.8
- CC1CN(c2nc3c(c(=O)n(Cc4ccc(Cl)c(Cl)c4)c(=O)n3C)n2C)CC(C)O1 (centres undefined)
    12.2	5.2	-0.1	5.0	i	0.8	6.2	-3.9	12.9	10.0
- Cc1ccc(C(=O)NC(C)(COc2nonc2C)COc2nonc2C)cc1
    -2.3	3.0	1.5	-1.3	i	2.2	0.8	7.9	-7.3	2.0
- Cc1ccc(C(=O)O)cc1NC(=S)NC(=O)c1ccc(COc2ccccc2)cc1
    3.1	13.5	-3.0	2.3	i	7.0	0.0	-6.3	54.6	0.8
- O=C(O)C1C2C=CC(O2)C1C(=O)Nc1ccccc1C(F)(F)F (centres undefined)
    1.2	3.0	1.7	2.1	i	11.1	-5.7	-1.0	2.8	3.9
- CCN(C(=O)Cn1c(=O)oc2ccccc21)C1CCS(=O)(=O)C1 (centres undefined)
    -3.7	2.2	-1.7	0.8	i	-13.9	0.1	1.8	24.5	7.1
- Cc1cc(CN2CCCC(C(=O)Nc3ccc(-c4nc5ccccc5[nH]4)cc3)C2)n[nH]1 (centres undefined)
    nt	-7.7	-1.3	-0.5	i	-13.8	nt	-6.7	3.2	3.9
- CCOc1ccc(CCNC(=O)c2sc3nc4n(c(=O)c3c2C)CCC4)cc1
    2.9	4.2	-1.4	1.4	i	2.0	-0.2	14.7	nt	-3.1
- CCOc1ccccc1OCCOc1cccc(C(F)(F)F)c1
    ?	2.0	-0.5	0.5	i	0.0	-9.6	12.9	4.6	0.5
- CCCCNC(=O)COC(=O)c1cc(Br)ccc1Cl
    3.5	7.9	-2.9	0.0	i	10.5	-3.3	-9.2	17.1	-0.2
- Cc1c(C(=O)OCC(=O)N2CCCC2)cccc1[N+](=O)[O-]
    -1.5	-0.8	-0.4	-0.8	i	-1.6	5.4	-0.3	12.8	3.4
- COc1ccc(N2C(=O)CC(NCc3ccncc3)C2=O)cc1 (centres undefined)
    -0.9	-9.5	-0.7	0.2	i	-3.5	-1.9	-2.8	15.1	1.1
- O=C(CNC(=O)c1ccc(S(=O)(=O)N2CCCC2)cc1)N/N=C/c1ccccc1Cl
    -3.1	-10.6	4.1	2.4	i	4.0	-1.2	0.6	16.4	1.9
- Cc1ccc(C(=O)Nc2ccc(O)c(C(=O)O)c2)o1
    -5.0	-8.4	0.0	1.2	i	-4.7	10.7	9.5	24.5	-0.6
- O=C(Nc1cccc([N+](=O)[O-])c1)C1COc2ccccc2O1 (centres undefined)
    1.5	-6.2	-1.6	1.5	i	-3.7	-5.0	nt	9.7	1.7
- CCS(=O)(=O)c1ccc(NC(=O)c2ccccc2Cl)c(O)c1
    3.9	-4.1	-0.1	-0.7	i	6.4	7.7	-5.2	11.1	-2.5
- CN(C)c1nc(NS(=O)(=O)c2ccc(Cl)cc2)nc(N(C)C)n1
    -3.7	-5.0	-4.6	-1.5	i	-4.4	2.3	10.3	11.7	-0.7
- COc1ccc2[nH]c3c(=O)n(/N=C/c4ccc(OC)c(CN5CCCC5)c4)c(C)nc3c2c1
    nt	-4.7	13.9	-0.1	i	-12.8	30.9	7.8	29.6	3.9
- Cc1cc(Br)c2c(c1)C(O)(N1CCCCC1C)C(=O)N2 (centres undefined)
    -4.2	2.7	-2.4	4.6	i	6.8	-0.6	2.1	-1.4	1.6
- CC1CCCCC12NC(=O)N(CC(=O)NCc1ccc3c(c1)OCO3)C2=O (centres undefined)
    14.9	-6.3	-4.8	-0.5	i	20.6	nt	-3.9	9.0	25.5*

Not all compounds are listed. The share of hits here may be higher or lower than overall.
